CBFb-RUNX1 inh = CBF-beta/RUNX1 interaction disruption | Q01196+Q13951 | AlphaScreen CBFb-His/RUNX1-biotin binding, biochemical | Potency, µM (series often up to 59.8 µM), for the others: at the top dose activity, negative = inhibition, hits mostly inhibitors | 230,000 tested, under 10 active | AID 1477; note: % of control where 0% means no effect
Target sequence (Q01196 whole entry, looked up): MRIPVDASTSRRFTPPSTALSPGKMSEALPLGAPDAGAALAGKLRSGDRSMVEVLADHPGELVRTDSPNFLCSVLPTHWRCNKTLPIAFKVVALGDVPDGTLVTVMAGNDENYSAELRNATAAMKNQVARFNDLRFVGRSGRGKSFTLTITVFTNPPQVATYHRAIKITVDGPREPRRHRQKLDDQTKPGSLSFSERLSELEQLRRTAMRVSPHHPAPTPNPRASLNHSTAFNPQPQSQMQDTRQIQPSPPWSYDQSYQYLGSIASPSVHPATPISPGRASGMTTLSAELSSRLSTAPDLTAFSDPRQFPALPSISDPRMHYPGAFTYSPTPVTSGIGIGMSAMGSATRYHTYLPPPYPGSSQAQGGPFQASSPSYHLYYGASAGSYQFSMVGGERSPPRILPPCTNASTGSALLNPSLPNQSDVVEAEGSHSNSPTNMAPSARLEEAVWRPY
Target sequence (Q13951 whole entry, looked up): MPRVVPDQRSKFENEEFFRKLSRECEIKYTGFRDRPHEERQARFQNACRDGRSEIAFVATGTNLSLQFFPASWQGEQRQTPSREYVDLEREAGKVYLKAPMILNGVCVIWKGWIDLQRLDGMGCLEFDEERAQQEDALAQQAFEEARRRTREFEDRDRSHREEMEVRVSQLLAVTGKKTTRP
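Interaction loss through any mechanism counts as activity. Pre-formed complex of His-CBF-beta and biotin-RUNX1 (30 nM apiece) is incubated with compound 15 min, then with 50 ng nickel and 50 ng streptavidin beads for 90 min before AlphaScreen detection.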
IMPase Li cell = membrane-permeable IMPase blocker, potentiated with lithium | CHO-M1 cells, IP1 TR-FRET (IP-One), carbachol + lithium | Potency, µM (titrated, usually from 59.4 µM), without a hit: top-dose activity, negative = IMPase inhibition, actives largely listed as inhibitors | hit rate 0.35% among 210,000 | AID 1457;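 note: IP1 builds up when IMPase is blocked and the TR-FRET signal falls; potency is the fitted concentration of half-maximal effect; plate controls were basal vehicle for no effect and high inhibitor control for full effect; nearly all actives have a fitted effect of over 50% in size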
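Lithium-sensitised IP1 accumulation assay; M1-expressing CHO cells treated 30 min at 37C with compound. Competitive antibody detection by time-resolved FRET followed a 10 min room-temperature lysis step.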
NPSR antag = blocks cAMP signaling of the human neuropeptide S receptor | CHO-NPSR cells, cAMP TR-FRET, antagonist mode | Potency, µM (top dose mostly 38.3 µM), for the others: at the top dose activity change, negative = inhibition, actives largely listed as inhibitors | Q6W5P4 | AID 1461 | hit rate 1% among 220,000; note: potency is the fitted concentration of half-maximal effect; % is set by controls: 0 for no effect and ±100 for the full control effect; nearly all actives have a fitted effect of over 50% in size; many of its hits are not listed in these tables
Lamin A splicing = changes lamin A minigene splicing in HeLa cells | HeLa LMNA splicing GFP/RFP minigene ratio, 48 h | Potency, µM (series often up to 46.1 µM), without a hit: top-dose ratio change, negative = inhibition, most hits filed as inhibitors | hit rate 0.01% among 200,000 | AID 1487; active = well fitted inhibition curve with a large enough effect in the signal ratio, with a control signal flat, not every such curve was filed as active; inconclusive = small, poorly fitted or top-dose-only effect, or effect the other way, or a change in a side signal; the % refers to the signal ratio; note: potency is the fitted concentration of half-maximal effect; % is set by controls: 0 for no effect and ±100 for the full control effect
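Read-out is the ratio of GFP to DsRed2 object intensity, acquired by 488 nm laser-scanning cytometry on HeLa lamin A-EGFP minigene reporter cells. Compound incubation 48 hrs at 37 °C in Opti-MEM with 2% FBS; DMSO 0.5% final.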
aGal spleen mod = inhibits or activates alpha-galactosidase in human spleen homogenate | human spleen homogenate, 4MU-alpha-Gal fluorescence, 40 min | hit rate 0.008% among 240,000 | AID 2107 | P06280 | Potency, µM (top dose mostly 80 µM), inactives show at the highest dose activity change, negative = inhibition, actives largely listed as inhibitors;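 note: potency is the fitted concentration of half-maximal effect; 0% = enzyme with vehicle and -100% = no enzyme basal signal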
Target sequence (P06280 32-429 limits assumed): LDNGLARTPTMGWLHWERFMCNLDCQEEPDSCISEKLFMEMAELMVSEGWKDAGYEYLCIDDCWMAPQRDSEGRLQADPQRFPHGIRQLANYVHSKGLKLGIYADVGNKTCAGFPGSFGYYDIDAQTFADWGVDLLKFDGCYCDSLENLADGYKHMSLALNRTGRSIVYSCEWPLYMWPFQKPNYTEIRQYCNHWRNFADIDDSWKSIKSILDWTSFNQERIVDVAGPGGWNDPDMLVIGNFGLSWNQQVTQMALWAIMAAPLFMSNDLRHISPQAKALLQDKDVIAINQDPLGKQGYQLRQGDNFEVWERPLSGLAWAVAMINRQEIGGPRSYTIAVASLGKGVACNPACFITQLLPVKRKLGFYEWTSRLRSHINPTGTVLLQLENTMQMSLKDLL
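Human spleen homogenate (1 ug) was the enzyme source, with 4-methylumbelliferyl-alpha-D-galactopyranoside (1 mM final) in pH 5.0 citrate buffer with 0.01% Tween-20. Compounds were titrated; after 40 min at 37C, NaOH/glycine stop, 4-MU fluorescence read; AC50 from Hill fits.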
Epigenetic derep = epigenetic control regulation, reporter derepression | hit rate 0.2% among 280,000 | murine LDR cells, GFP reporter derepression, 30 h | Potency, µM (top dose mostly 53.9 µM), for the others: at the top dose GFP activation, hits mostly activators; note: potency is the fitted concentration of half-maximal effect; % of control where 0% means no effect; nearly all actives have a fitted effect of over 60% in size
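GFP-positive cell count by laser-scanning cytometry (objects 20–120 um) after 30 h, 37 C compound exposure of murine LDR cells; reporter is CMV-GFP integrated at a silenced locus, inducible by HDAC or DNMT inhibitors.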
Luc counter = blocks Kinase-Glo luciferase, a counter-screen artifact; Q27757; Kinase-Glo luciferase, ATP luminescence, 8 min; Potency, µM (series often up to 38.3 µM), for inactives: at the top dose activity change, negative = inhibition, most hits filed as inhibitors; hit rate 0.28% among 200,000; note: potency is the fitted concentration of half-maximal effect; % is set by controls: 0 for no effect and ±100 for the full control effect; nearly all actives have a fitted effect of over 60% in size
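Kinase-Glo luciferase light output from ATP and luciferin was measured with 10 uM ATP, within the enzyme's linear range. Buffer: 50 mM imidazole pH 7.2, 50 mM KCl, 7 mM MgCl2, 0.01% Tween 20, 0.05% BSA; luminescence read after 8 min at ambient temperature.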
* marks the source's active call; other numbers are inactive results; u = inconclusive; x = not tested or not shown; & = joins results of further samples; [ ] = another dose, or the depositor's remark. Unless noted, calls come from the whole dose curve; as a rule, active = well fitted curve in the direction sought with a large enough effect; inconclusive = small, poorly fitted or top-dose-only effect, or another doubt; inactive = no such curve, though single readings can be large; an effect the other way counts as inactive or inconclusive. A portion of the library; rates above refer to the full screens.

item	Molecule	CBFb-RUNX1 inh	IMPase Li cell	NPSR antag	Lamin A splicing	aGal spleen mod	Epigenetic derep	Luc counter
1	O=C(/C=C/c1cccs1)N1CCc2ccccc21	-3%	5%	-12%	-6%	-7%	-0.9%	u
2	O=[N+]([O-])c1cc(C(F)(F)F)ccc1NCCCCNS(=O)(=O)c1ccc(Cl)cc1	-21%	3%	-10%	u	3%	0.0%	0%
3	COc1ccc(N(CC(=O)N/N=C/c2ccc(OC3CSC3)cc2)S(=O)(=O)c2ccccc2)cc1	-8%	x	-17%[46.1 µM]	7%	1%	-0.9%	x
4	O=C(Cn1cnc2ccccc21)NCc1ccccc1	2%	30%[38.3 µM]	5%[46.1 µM]	u	-2%	-2.1%	-1%
5	CCCCC(=O)Nc1ccnc(-c2cccnc2)n1	-2%	6%[38.3 µM]	-5%[46.1 µM]	-1%	-3%	1.0%	0%
6	O=C(Cc1ccccc1)NC(=S)Nc1cccc(C(F)(F)F)c1	9%	x	-19%[46.1 µM]	8%	9%	-1.8%	x
7	CCCCOc1ccc(C(=O)OCC(=O)Nc2cc(C)c(C)cc2[N+](=O)[O-])cc1	0%	4%	15%	u	10%	-3.8%	0%
8	CC(C)(C)NC(=O)c1cc([N+](=O)[O-])ccc1N1CCCCC1	3%	8%	3%[46.1 µM]	3%	-1%	0.0%	2%

Part of the list above, limited to IMPase Li cell:
item	compound	IMPase Li cell
1	O=C(/C=C/c1cccs1)N1CCc2ccccc21	5%
2	O=[N+]([O-])c1cc(C(F)(F)F)ccc1NCCCCNS(=O)(=O)c1ccc(Cl)cc1	3%

Other compounds follow.
item	Molecule	CBFb-RUNX1 inh	IMPase Li cell	NPSR antag	Lamin A splicing	aGal spleen mod	Epigenetic derep	Luc counter
9	O=S(=O)(Nc1cccnc1)c1cccc(Cl)c1	2%	6%[38.3 µM]	-9%[46.1 µM]	-11%	-1%	4.3%	-2%
10	Cc1ccc(C)c(OCC(=O)O/N=C(\N)c2cccc([N+](=O)[O-])c2)c1	4%	x	0%	x	-7%	4.0%	x
11	Cc1nc2c(cc(Oc3ccc(S(=O)(=O)N4CCOCC4)cn3)c3ccsc32)s1	13%	7%[38.3 µM]	-21%[46.1 µM]	u	-12%	2.1%	-3%
12	Nc1nc(SCc2ccccc2)[nH]c(=O)c1-c1ccccc1	15%	20%[38.3 µM]	9%[46.1 µM]	-18%	-25%	-1.1%	0%
13	CCOc1cc(/C=N/NC(=O)c2cc(C)[nH]n2)ccc1OC(=O)c1ccc([N+](=O)[O-])cc1	-1%	-3%[38.3 µM]	-7%[46.1 µM]	9%	2%	1.9%	-7%
14	CC1CCCN(CCOCCOc2ccc(Br)cc2Cl)C1 (configuration not stated)	7%	11%	10%	u	0%	1.0%	-1%
15	Cc1csc(NC(=O)CS(=O)(=O)Cc2ccccc2)n1	-2%	-2%	2%	8%[46 µM]	-8%	16%	0%
16	Oc1ccccc1-c1cc(C(F)(F)F)[nH]n1	3%	x	1%	x	3%	-4.0%	x
17	COc1cccc(NC(=S)NN2CCN(C)CC2)c1	-3%	-10%[38.3 µM]	6%[46.1 µM]	21%	-8%	4.7%	-6%
18	C=CCN(CC=C)CCCOc1ccc(C)cc1OC	2%	13%	1%	8%[46 µM]	-3%	-1.8%	-2%
19	COC(=O)C(C)Sc1nnc2n(-c3cccc(C)c3)c(=O)c3c4c(sc3n12)CCCC4 (configuration not stated)	4%	33%[38.3 µM]	-28%[46.1 µM]	-17%	5%	0.0%	2%
20	COc1ccc(NC(C)C(=O)Nc2cc(C(F)(F)F)ccc2N2CCOCC2)c(OC)c1 (configuration not stated)	-17%	9%	-31%	u	-3%	-1.3%	-4%
21	O=C(O)C1C2C=CC(C2)C1C(=O)NCc1ccco1 (configuration not stated)	8%	3%	12%	-7%[46 µM]	0%	-1.2%	2%
22	Cc1[nH]nc(-c2ccc(O)cc2O)c1-c1ccc(Cl)cc1	-12%	-14%[38.3 µM]	u	8%	2%	0.0%	-2%
23	Cc1csc(NC(=O)CSc2ccc(-c3ccc(F)cc3)nn2)n1	11%	-1%	-28%	u	-2%	-2.1%	0%
24	Cc1ccc(C(C(=O)NC2CCCC2)N2CCCCC2)cc1 (configuration not stated)	1%	13%	3%	-6%	-2%	-1.0%	1%
25	CCOC(=O)/C(=N/Nc1ccccc1)c1csc(Nc2ccccc2)n1	-16%	30%[activator][38.3 µM]	u	0%	1%	-5.4%	-3%
26	COC(=O)CCSCC(=O)Nc1cc(C)on1	5%	-4%[38.3 µM]	0%[46.1 µM]	-4%	4%	-1.0%	-1%
27	Cc1c(N=C2N=C(NC(=O)Nc3ccc(Cl)cc3)c3ccccc32)c(=O)n(-c2ccccc2)n1C	3%	15%	-50%	x	-7%	u	0%
28	Cc1ccc(C(=O)/C=C2/NC(=O)CS2)cc1	15%	-2%	2%[46.1 µM]	3%	-13%	1.2%	-3%
29	O=C(COC(=O)CCc1c[nH]c2ccccc12)Nc1ccc([N+](=O)[O-])cc1	-7%	2%	4%	-2%	-3%	-0.4%	12%
30	Cc1ccc(C2CC(C(F)(F)F)n3nc(C(=O)Nc4c(C)n(C)n(-c5ccccc5)c4=O)cc3N2)cc1 (configuration not stated)	13%	-6%	-4%	x	1%	6.5%	2%
31	CC(=O)N1CCN(C2=Nc3cccc4cccc2c34)CC1	-3%	4%[38.3 µM]	-20%[46.1 µM]	24%	-8%	1.4%	-5%
32	COc1ccc(C2C3=C(CCCC3=O)Nc3nc(C(F)(F)F)nn32)c(OC)c1OC (configuration not stated)	-16%	6%[38.3 µM]	-22%[46.1 µM]	1%	16%	2.4%	-1%
33	Brc1c(-c2ccc3c(c2)OCO3)nc2ncccn12	3%	14%	10%	x	1%	1.5%	-12%
34	CC(=O)Nc1ccc(/C=N/NC(=S)NC(C)C)cc1	-2%	2%	-19%	x	1%	-0.5%	0%
35	CCCCc1nnc(NC(=O)COc2ccc3c(C)cc(=O)oc3c2)s1	-4%	x	16%	x	4%	-1.2%	x
36	CC(C)=NN1C(=O)c2ccccc2NC1(C)C	-2%	x	46%	x	18%	1.3%	x
37	CCOC(=O)c1ccc(COC(=O)c2cc3ccccc3oc2=O)o1	0%	16%[38.3 µM]	-13%[46.1 µM]	12%	1%	0.0%	1%
38	CCC/C(O)=C1\C(=O)CC(C)(C)CC1=NCCO	0%	3%[38.3 µM]	10%[46.1 µM]	8%	9%	0.5%	-1%
39	COc1cc(NC(=O)CCC(=O)OCCCC(F)(F)C(F)(F)F)nc(OC)n1	7%	14%	0%	16%[46 µM]	-1%	1.1%	4%
40	COc1ccc(S(=O)(=O)n2nc(OC(=O)c3ccccc3)cc2N)cc1	-3%	-20%[38.3 µM]	7%[46.1 µM]	u	11%	-0.9%	0%
41	O=C(NCc1cccnc1)c1nnc(Cc2ccc(F)cc2)o1	0%	-5%[38.3 µM]	1%[46.1 µM]	5%	-4%	1.0%	0%
42	CCNC(=O)O/N=C(\C)c1sc(-c2ccccc2)nc1C	-1%	11%[38.3 µM]	-3%[46.1 µM]	-10%	11%	-2.8%	-14%
43	Cc1ccc(Oc2nsnc2N2CCOCC2)cc1	-13%	7%[38.3 µM]	-2%[46.1 µM]	8%	-5%	-1.0%	1%
44	O=C(c1ccc2ccccc2c1)N1CCN(c2ccc([N+](=O)[O-])c(N3CCOCC3)c2)CC1	-29%	-8%[38.3 µM]	-23%[46.1 µM]	u	0%	-1.1%	-5%
45	CCOC(=O)C1(Cc2cccc(OC)c2)CCCN(Cc2cnn(C)c2)C1 (configuration not stated)	5%	4%	-16%	2%[46 µM]	10%	2.5%	2%
46	COc1ccc(-n2nnnc2SCC(=O)Nc2cccc(C)n2)cc1OC	3%	17%[38.3 µM]	-5%[46.1 µM]	-1%	0%	3.9%	0%
47	CCCCCCCNC1=CC(=O)CC(c2ccco2)C1 (configuration not stated)	-8%	-1%	7%[46.1 µM]	0%	1%	-4.9%	-3%
48	COc1ccc2c(c1)O[C@H](c1ccc3c(c1)OCO3)[C@@H](OC(=O)NCc1ccc3c(c1)OCO3)C2=O	9%	8%	x	x	-1%	1.1%	1%
49	Cc1ccc(S(=O)(=O)N(C)C)cc1NC(=O)Nc1ccccc1	8%	x	-8%	x	1%	-4.2%	x
50	CCS(=O)(=O)N1Cc2ccccc2CC1C(=O)Nc1nc(C)cs1 (configuration not stated)	-9%	5%	5%	6%[46 µM]	-7%	-1.6%	3%
51	COc1ccc(/C=C/c2cc(OC)cc(=O)o2)cc1	19%	0%&-1%	x	x	-10%&-10%	-1.6%	-1%[39.9 µM]
52	Nc1ccc(N(CCO)CCO)cc1	x	56%[activator]	37%	9%[46 µM]	0%	-5.0%	-9%
53	CCOc1ccccc1N1CCN(C(=O)Nc2ccc(F)c(Cl)c2)CC1	7%	4%	-18%[46.1 µM]	-22%	-3%	-3.4%	0%
54	COc1cccc(NC(=O)c2ccccc2NS(C)(=O)=O)c1	10%	14%[38.3 µM]	-12%[46.1 µM]	-7%	-8%	5.7%	4%
55	CCOC(=O)C1C(=O)NC(c2ccccc2)=NC1c1ccc(Br)cc1 (configuration not stated)	1%	9%	-16%	1%[9.22 µM]	3%	0.0%	-1%
56	O=C1OC2CC3CC1CC(O)(C3)C2 (configuration not stated)	4%	-7%[38.3 µM]	-2%[46.1 µM]	4%	0%	0.0%	2%
57	CN(C)CCCNC(=O)c1cc(C(=O)C2CCCCC2)c[nH]1	7%	2%	7%	32%[9.22 µM]	-1%	6.6%	9%
58	O=C(Cn1cc([N+](=O)[O-])cn1)Nc1ccc(Cn2cc(Br)cn2)cc1	1%	0%	-15%	-4%	-1%	0.0%	3%
59	N#C/C(=C\c1cccs1)C(=O)c1ccccc1	10%	x	4%	x	-3%	-0.6%	x

Compound activity from PubChem BioAssay.
